# Screens deposited in PubChem by National Center for Advancing Translational Sciences (NCATS).
# TRb SRC2 PPI: qHTS for Inhibitors of the Interaction of Thyroid Hormone Receptor and Steroid Receptor Coregulator 2; TRbeta-SRC2 peptide binding, fluorescence polarization; receptor liganded with 1 µM T3; actives 0.065% (n = 280,000); Thyroid hormone receptor beta (Homo sapiens), P10828; Potency, µM (top dose mostly 106 µM), inactives show at the top dose activity change, negative = inhibition, hits mostly inhibitors;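 note: plate controls were bound peptide for no effect and peptide without receptor for full effect; nearly all actives have a fitted effect of over 50% in size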
#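 Compounds were added to 0.6 uM TRb ligand-binding domain and 20 nM Texas Red-labeled SRC2 peptide in Tris buffer containing 1 uM T3, incubated 5 hr at ambient temperature, then read by fluorescence polarization.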
# TR SRC2 fluor cs: Total Fluorescence Counterscreen for Inhibitors of the Interaction of Thyroid Hormone Receptor and Steroid Receptor Coregulator 2; actives 0.29% (n = 280,000); Potency, µM (top dose mostly 106 µM), for inactives: at the highest dose fluorescence change, negative = quenching; AID 1479, 2009; TRb/SRC2 Texas Red total fluorescence interference; active = well fitted curve in either direction with a large enough effect; inconclusive = small, poorly fitted or top-dose-only effect
#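 Human TRβ ligand-binding domain (0.6 uM) and Texas Red SRC2 peptide (20 nM) in Tris buffer with 1 uM T3 and 5% DMSO were incubated with pinned compound for 5 hr at ambient temperature. Total fluorescence was computed as S + 2P (555/632 nm).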
# aGal spleen mod: qHTS Assay for Inhibitors and Activators of Human alpha-Galactosidase From Spleen Homogenate | Potency, µM (highest dose often 80 µM), for inactives: at the top dose activity change, negative = inhibition, hits mostly inhibitors | human spleen homogenate, 4MU-alpha-Gal fluorescence, 40 min | actives 0.008% (n = 240,000);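 note: 0% = enzyme with vehicle and -100% = no enzyme basal signal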
# Target sequence (P06280 32-429 limits assumed): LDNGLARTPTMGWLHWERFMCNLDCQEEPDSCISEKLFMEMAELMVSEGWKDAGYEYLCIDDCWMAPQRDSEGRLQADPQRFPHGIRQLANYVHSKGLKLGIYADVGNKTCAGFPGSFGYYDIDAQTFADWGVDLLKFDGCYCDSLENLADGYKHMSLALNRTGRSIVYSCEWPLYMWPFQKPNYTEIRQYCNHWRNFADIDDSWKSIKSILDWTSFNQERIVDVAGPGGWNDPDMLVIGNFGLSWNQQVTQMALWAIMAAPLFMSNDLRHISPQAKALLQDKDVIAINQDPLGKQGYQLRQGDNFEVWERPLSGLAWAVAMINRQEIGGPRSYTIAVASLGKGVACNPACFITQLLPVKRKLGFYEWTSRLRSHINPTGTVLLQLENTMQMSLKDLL
#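 qHTS titration in buffer at pH 5.0. Alpha-galactosidase activity in spleen homogenate was measured via 4-methylumbelliferone release from 1 mM fluorogenic substrate after 40 min at 37C and a pH 10 stop. AC50 came from Hill fits of control-normalized data.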
# Tau fluor cs: Counterscreen qHTS for Inhibitors of Tau Fibril Formation, Fluorescence Polarization | tau K18 P301L Alexa594 fluorescence, heparin fibrillization | Potency, µM (top dose mostly 57.7 µM), without a hit: at the top dose activity change, negative = decrease | actives 0.93% (n = 280,000) | AID 1463, 2008; note: nearly all actives have a fitted effect of over 55% in size
#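 Human K18 P301L tau (15 uM unlabeled plus 0.24 uM Alexa 594-labeled, final) in 100 mM sodium acetate pH 7 was mixed with compound and 20 uM heparin and incubated 6 hr at 37 C.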
# Tau fibril ThT: qHTS for Inhibitors of Tau Fibril Formation, Thioflavin T Binding | recombinant tau K18 P301L (four-repeat tau fragment), heparin-induced fibrillization, ThT fluorescence | Potency, µM (doses to about 57.4 µM), without a hit: at the highest dose activity, negative = inhibition, actives largely listed as inhibitors | AID 1460, 2008 | Microtubule-associated protein tau (Homo sapiens), P10636 | actives 2.1% (n = 270,000); note: nearly all actives have a fitted effect of over 55% in size
# Target sequence (P10636 561-689 P618L limits assumed): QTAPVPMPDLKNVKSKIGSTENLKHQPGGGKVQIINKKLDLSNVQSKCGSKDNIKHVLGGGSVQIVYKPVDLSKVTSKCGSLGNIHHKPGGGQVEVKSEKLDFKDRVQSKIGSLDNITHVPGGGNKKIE
#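 Tau K18 P301L fragment (15 uM unlabeled plus 0.24 uM Alexa 594-labeled) in 100 mM sodium acetate pH 7 with compound, fibrillization induced by 20 uM heparin for 6 hr at 37 C. Thioflavin T (30 uM) added, fluorescence read after 1 hr (ex 450, em 510 nm).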
# ALDH1A1 inh: qHTS Assay for Inhibitors of Aldehyde Dehydrogenase 1 (ALDH1A1); Purified ALDH1A1, NADH fluorescence, propionaldehyde substrate; Potency, µM (highest dose often 75.3 µM), inactives show at the top dose activity, negative = inhibition, actives largely listed as inhibitors; actives 7.3% (n = 220,000); active = well fitted inhibition curve with a large enough effect, not every such curve was filed as active; inconclusive = small, poorly fitted or top-dose-only effect, or another doubt; inactive = no such curve, though single readings can be large or run the other way;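 note: plate controls were no enzyme wells and a reference inhibitor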
# Target sequence (P00352 whole entry, looked up): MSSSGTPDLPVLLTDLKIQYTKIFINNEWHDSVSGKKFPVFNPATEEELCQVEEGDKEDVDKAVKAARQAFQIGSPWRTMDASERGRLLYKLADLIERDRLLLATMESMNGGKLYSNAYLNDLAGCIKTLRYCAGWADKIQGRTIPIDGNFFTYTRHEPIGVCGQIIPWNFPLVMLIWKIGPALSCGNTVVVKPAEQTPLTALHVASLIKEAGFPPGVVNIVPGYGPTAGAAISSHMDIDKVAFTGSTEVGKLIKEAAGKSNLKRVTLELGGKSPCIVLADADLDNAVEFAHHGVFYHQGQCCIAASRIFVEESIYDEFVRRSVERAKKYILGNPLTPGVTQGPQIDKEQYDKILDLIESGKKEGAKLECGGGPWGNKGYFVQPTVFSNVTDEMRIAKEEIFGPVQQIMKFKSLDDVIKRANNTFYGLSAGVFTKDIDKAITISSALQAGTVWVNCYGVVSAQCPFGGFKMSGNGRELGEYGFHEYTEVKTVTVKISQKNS
# L3MBTL1 inh: qHTS Assay for the Inhibitors of L3MBTL1. Lethal(3)malignant brain tumor-like protein 1 (Homo sapiens), Q9Y468. AlphaScreen L3MBTL1–H3K9me1 peptide binding. Potency, µM (titrated, usually from 57.1 µM), inactives show at the highest dose activity, negative = inhibition, most hits filed as inhibitors. actives 0.66% (n = 230,000); note: nearly all actives have a fitted effect of over 60% in size
#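 AlphaScreen proximity signal between nickel-chelate acceptor and streptavidin donor beads (final 10 ug/mL) reports binding of 50 nM L3MBTL1 to 75 nM biotin-H3 K9me1 peptide; complex incubated with compounds 30 min at room temperature; cefsulodin titration as control.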
# Tau fibril FP: qHTS for Inhibitors of Tau Fibril Formation, Fluorescence Polarization. Microtubule-associated protein tau (Homo sapiens), P10636. K18 P301L tau heparin fibrillization, Alexa594 FP, 6 h. Potency, µM (series often up to 57.7 µM), for inactives: at the highest dose activity, negative = inhibition, most hits filed as inhibitors. actives 0.39% (n = 280,000). AID 1468, 2008; note: nearly all actives have a fitted effect of over 55% in size
#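 Human K18 P301L fragment (15 uM unlabeled plus 0.24 uM Alexa 594-labeled) in 100 mM sodium acetate pH 7 with compound, aggregation induced by 20 uM heparin for 6 hr at 37 C. ThT (30 uM) added for 1 hr, then Alexa 594 FP read.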
# * hit, by the source's call; ? = inconclusive; . = no result given; & = joins results of further samples; [ ] = remark or other dose. Unless noted, calls come from the whole dose curve; as a rule, active = well fitted curve in the direction sought with a large enough effect; inconclusive = small, poorly fitted or top-dose-only effect, or another doubt; inactive = no such curve, though single readings can be large; an effect the other way counts as inactive or inconclusive. Unless noted, % is set by controls: 0 for no effect and ±100 for the full control effect; potency is the fitted concentration of half-maximal effect. Some of the compounds tested, so the mix of outcomes need not match the whole.
1. O=C(N/N=C/c1c(O)n(Cc2ccco2)c(=O)[nH]c1=O)c1ccccc1O
2. CCN(CC)S(=O)(=O)c1ccc(N=Cc2c(O)n(-c3ccccc3)c(=O)[nH]c2=O)cc1
3. CCC1(CCCC(=O)c2ccc(F)cc2)C(=O)NC(=S)NC1=O
4. O=c1c2ccccc2ncn1-c1ccc([N+](=O)[O-])c(C(F)(F)F)c1
5. Nc1ccc(C(=O)N/N=C2/CN3CCC2CC3)cc1
6. O=C(C(Cc1ccccc1)NS(=O)(=O)c1ccc(F)cc1)N1CCC2(CC1)OCCO2 (stereo unspecified)

Screen / compound no.	1	2	3	4	5	6
TRb SRC2 PPI	2%	0%	6%	-5%	-6%	6%
TR SRC2 fluor cs	-10%	-1%	-1%	-3%	1%	0%
aGal spleen mod	4%	10%	-1%	1%	0%	-14%
Tau fluor cs	-22%	-4%	-1%	-6%	-8%	-8%
Tau fibril ThT	.	?	1%	-2%	-10%	0%
ALDH1A1 inh	.	22µM*	3%	9%	-3%	-7%
L3MBTL1 inh	.	0%	-3%	1%	.	.
Tau fibril FP	8%	-6%	-2%	1%	-5%	-3%

7. O=C(Nc1ccc(Br)cc1)c1cccc(S(=O)(=O)N2CCc3ccccc32)c1
8. Cc1ccc(/C=C/C(=O)C2C(=O)c3ccccc3C2=O)cc1
9. COc1ccc(CN2CCCC(C(=O)c3ccccc3SC)C2)cc1O (stereo unspecified)
10. CCCCn1c(O)c(C(C)=NCCc2ccccc2)c(=O)[nH]c1=O
11. COc1ccc(N2C(=O)C(Cl)=C(N3CCN(Cc4ccccc4)CC3)C2=O)cc1
12. CCCCn1c(O)c(C=NC2CCCCC2N)c(=O)[nH]c1=O (stereo unspecified)

Screen / compound no.	7	8	9	10	11	12
TRb SRC2 PPI	0%	-9%	5%	15%	3%	1%
TR SRC2 fluor cs	-1%	1%	-2%	1%	0%	-3%
aGal spleen mod	.	4%	-15%	-4%	?	4%
Tau fluor cs	?	-7%	-7%	-5%	-30%	5%
Tau fibril ThT	10%	?	-10%	-5%	25µM*	2%
ALDH1A1 inh	.	-9%	1%	2%	?	-6%
L3MBTL1 inh	.	-1%	-22%	2%	-23%	.
Tau fibril FP	?	0%	-1%	4%	28µM*	-8%

13. COc1ccc(C2SCC(=O)Nc3c2c(=O)[nH]n3C2CCCCCC2)cc1OC (stereo unspecified)
14. CC(C)CC(N(C)C)C1(c2ccc(Cl)cc2)CCC1 (stereo unspecified)
15. CCOC(=O)C1(CCCc2ccccc2)CCN(C2CCC2)CC1
16. Cc1sc2c(c1C)C(c1ccc(C(C)(C)C)cc1)=NCC(=O)N2CC(=O)Nc1nccs1
17. O=c1c2ccccc2nc(C[n+]2ccccc2)n1-c1cccc(C(F)(F)F)c1
18. COc1ccc(C(Nc2ccccc2)P(=O)(Oc2ccccc2)Oc2ccccc2)cc1 (stereo unspecified)

Screen / compound no.	13	14	15	16	17	18
TRb SRC2 PPI	1%	-2%&-8%	2%	5%	8%	-2%
TR SRC2 fluor cs	-4%	-2%&1%	2%	-1%	-2%	7%
aGal spleen mod	7%	0%&7%	2%	-2%	4%	15%
Tau fluor cs	-8%	-22%&-5%	-8%	-3%	0%	-3%
Tau fibril ThT	-2%	?	-18%	-7%	-4%	-1%
ALDH1A1 inh	8%	6%	2%	?	14%	-6%
L3MBTL1 inh	2%	-9%&-1%	7%	-2%	9%	-15%
Tau fibril FP	-1%	-1%&0%	-1%	-1%	-7%	6%

19. CCN(CC)c1ccc(N=Cc2c(O)n(-c3ccc(OC)cc3)c(=O)[nH]c2=O)cc1
20. O=c1[nH]c(=O)n(Cc2ccco2)c(O)c1C=NCc1ccco1
21. COc1ccccc1NC(=O)N(Cc1ccc2c(c1)OCO2)C1CCN(Cc2ccccc2)CC1
22. CC(C)COc1ccc(C2(C#N)CC[N+](C)(C)CC2)cc1
23. COc1ccc(C(=O)OC2C[C@H]3CC[C@@H](C2)N3C)cc1OC (stereo partly specified)
24. Cn1c(O)c(/C=N/N2CCCCC2)c(=O)[nH]c1=O

Screen / compound no.	19	20	21	22	23	24
TRb SRC2 PPI	4%	7%	0%	6%	-2%[53 µM]	1%
TR SRC2 fluor cs	-1%	-1%	9%	1%	-1%[53 µM]	-1%
aGal spleen mod	-14%	-2%	.	-9%	4%[29.1 µM]	3%
Tau fluor cs	-23%	-3%	-6%	4%	.	4%
Tau fibril ThT	?	?	-5%	-2%	.	8%
ALDH1A1 inh	-6%	10µM*	.	2%	-11%[20.9 µM]	3%
L3MBTL1 inh	.	?	.	-10%	.	3%
Tau fibril FP	-1%	-11%	0%	1%	.	2%

# Given with values under each structure: entries from further up.
# Results follow in this order: TRb SRC2 PPI, TR SRC2 fluor cs, aGal spleen mod, Tau fluor cs, Tau fibril ThT, ALDH1A1 inh, L3MBTL1 inh, Tau fibril FP
19. CCN(CC)c1ccc(N=Cc2c(O)n(-c3ccc(OC)cc3)c(=O)[nH]c2=O)cc1
    4%, -1%, -14%, -23%, ?, -6%, ., -1%
20. O=c1[nH]c(=O)n(Cc2ccco2)c(O)c1C=NCc1ccco1
    7%, -1%, -2%, -3%, ?, 10µM*, ?, -11%
21. COc1ccccc1NC(=O)N(Cc1ccc2c(c1)OCO2)C1CCN(Cc2ccccc2)CC1
    0%, 9%, ., -6%, -5%, ., ., 0%
22. CC(C)COc1ccc(C2(C#N)CC[N+](C)(C)CC2)cc1
    6%, 1%, -9%, 4%, -2%, 2%, -10%, 1%

# Carrying on:
25. CC(=O)NS(=O)(=O)c1ccc(NC(=O)c2cccn(Cc3ccc(Cl)cc3)c2=O)cc1
26. CC1(C)C(O)CC(=O)[C@]2(C)C1CC(=O)[C@]1(C)C2CC[C@@]2(C)C(c3ccoc3)OC(=O)C3O[C@@]321 (stereo partly specified)
27. COc1cccc(NP(=O)(Oc2ccc(Cl)cc2)Oc2ccc(Cl)cc2)c1
28. CCCCN1C(=O)/C(=C/C=C/c2ccco2)C(=O)NC1=S
29. NCC(CC(=O)O)c1ccc(Cl)cc1 (stereo unspecified)
30. C/C(=C\c1ccc(N(C)C)cc1)[N+](=O)[O-]

Screen / compound no.	25	26	27	28	29	30
TRb SRC2 PPI	-4%	2%	3%	.	-3%&1%&-5%&5%&-2%	3%
TR SRC2 fluor cs	4%	0%	1%	18%	0%&-16%&0%&-2%&-2%	-7%
aGal spleen mod	.	-17%	1%	-18%	-1%&-7%&-1%&4%&-18%	7%
Tau fluor cs	-5%	-7%	-16%	-30%	18%&2%&-11%&-1%&-1%	14µM*[quencher]
Tau fibril ThT	-4%	-6%	0%	16µM*	8%&1%&-15%&-1%&-5%	13µM*
ALDH1A1 inh	.	1%	9%	16µM*	15%&3%&-3%&4%&3%	?
L3MBTL1 inh	.	.	10%	3.5µM*	0%[11.4 µM]	-3%
Tau fibril FP	-4%	-11%	-7%	?	8%&5%&1%&3%&-2%	-6%

31. O=C1NC(=S)N(c2ccccc2F)C(=O)/C1=C\c1cccs1
32. O=C(c1cc(C(=O)NCc2ccccc2)c(=O)n(Cc2ccccc2)c1)c1cc(Cl)ccc1O
33. CC(C)n1cc(C(=O)N(CC(=O)NC(C)(C)C)Cc2ccccc2)cn1
34. CCCCC(=O)N/N=C/c1c(O)n(Cc2ccc(F)cc2)c(=O)[nH]c1=O
35. CC(=O)NC(Cc1ccc(N(CCCl)CCCl)cc1)C(=O)NC(CC(C)C)C(=O)O (stereo unspecified)
36. CCN(CC)CCN=Cc1c(O)n(Cc2ccccc2)c(=O)[nH]c1=O

Screen / compound no.	31	32	33	34	35	36
TRb SRC2 PPI	.	4%	-6%	-4%	9%	-13%&-21%
TR SRC2 fluor cs	16%	4%	0%	-1%	-3%	-2%&-3%
aGal spleen mod	4%	6%	3%	-7%	0%	-11%&2%
Tau fluor cs	5%	-27%	-1%	3%[0.0958 µM]	5%	4%&-2%
Tau fibril ThT	?	-11%	-1%	.	7%	0%&-6%
ALDH1A1 inh	20µM*	?	2%	.	2.2µM*	8%
L3MBTL1 inh	2%	0%	4%	.	-6%	8%
Tau fibril FP	11%	?	-6%	-1%[0.0958 µM]	3%	8%&6%

37. Cc1ccc(NC(=O)c2cccn(Cc3ccccc3C)c2=O)c(C)c1
38. Cc1cccnc1-n1c(-c2ccccc2)nc2ccccc2c1=O
39. O=C(Nc1ccccc1)Oc1ccccc1
40. COc1c2c(cc3c1OCO3)CC[N+](C)=C2
41. O=c1[nH]c(=O)n(CCc2ccccc2)c(O)c1C=NCc1ccc2c(c1)OCO2
42. CN[C@@H]1C[C@H](c2ccc(Cl)c(Cl)c2)c2ccccc21
43. CN(C)C(=O)NC(O)C(Cl)(Cl)Cl (stereo unspecified)
44. CC[C@]1(O)CC(O[C@@H]2CC(N(C)C)C(O)C(C)O2)c2c(cc3c(c2O)C(=O)c2c(O)cccc2C3=O)C1C(=O)OC (stereo partly specified)
45. CCOc1ccc(-c2cc(C)[n+](CCN(CC)CC)c(-c3ccc(OCC)cc3)c2)cc1

Screen / compound no.	37	38	39	40	41	42	43	44	45
TRb SRC2 PPI	-4%	6%	-2%	16%&-4%&-13%	-23%	-7%	-4%	-12%	-3%
TR SRC2 fluor cs	8%	1%	1%	-2%&2%&-1%	3%	1%	-3%	6%	1%
aGal spleen mod	.	6%	1%	5%&-2%&-2%	7%	0%	-2%	3%	1%
Tau fluor cs	-14%	-1%	-5%	-3%&-11%&3%	-6%	-19%	-6%	?	8%
Tau fibril ThT	-6%	2%	-4%	3%&-6%&-3%	-6%	-23%	-10%	8.9µM*	-9%
ALDH1A1 inh	.	3%	10%	2%&6%&4%	15%	0%	11%	4%	.
L3MBTL1 inh	.	7%	.	8%	.	.	.	.	-10%
Tau fibril FP	-6%	0%	1%	-2%&-13%&8%	-8%	1%	-3%	4%	-1%
